Source: PubChem
TDP1 cell noCPT = qHTS for Inhibitors of human tyrosyl-DNA phosphodiesterase 1 (TDP1): qHTS in cells in absence of CPT; Potency, µM (series often up to 46.2 µM), for inactives: at the highest dose activity change, negative = growth inhibition, actives largely listed as inhibitors; DT40 Tdp1-/- hTDP1 cells, no CPT, ATP luminescence, 48 h; actives 15% (n = 420,000); AID 686978, 2013; note: nearly all actives have a fitted effect of over 55% in size
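Seeded 400 DT40-hTDP1 cells/well (vehicle DMSO, no 20 nM CPT); pinned compounds; ≥48 hr at 37 °C; CellTiter-Glo luminescence as viability measure.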
GCN5L2 inh = blocks human GCN5L2 histone acetyltransferase; Q92830; actives 0.21% (n = 390,000); Potency, µM (series often up to 58.9 µM), for inactives: top-dose activity change, negative = inhibition, actives largely listed as inhibitors; GCN5L2 HAT assay, ThioGlo1 CoA-SH fluorescence
Target sequence (Q92830 whole entry, looked up): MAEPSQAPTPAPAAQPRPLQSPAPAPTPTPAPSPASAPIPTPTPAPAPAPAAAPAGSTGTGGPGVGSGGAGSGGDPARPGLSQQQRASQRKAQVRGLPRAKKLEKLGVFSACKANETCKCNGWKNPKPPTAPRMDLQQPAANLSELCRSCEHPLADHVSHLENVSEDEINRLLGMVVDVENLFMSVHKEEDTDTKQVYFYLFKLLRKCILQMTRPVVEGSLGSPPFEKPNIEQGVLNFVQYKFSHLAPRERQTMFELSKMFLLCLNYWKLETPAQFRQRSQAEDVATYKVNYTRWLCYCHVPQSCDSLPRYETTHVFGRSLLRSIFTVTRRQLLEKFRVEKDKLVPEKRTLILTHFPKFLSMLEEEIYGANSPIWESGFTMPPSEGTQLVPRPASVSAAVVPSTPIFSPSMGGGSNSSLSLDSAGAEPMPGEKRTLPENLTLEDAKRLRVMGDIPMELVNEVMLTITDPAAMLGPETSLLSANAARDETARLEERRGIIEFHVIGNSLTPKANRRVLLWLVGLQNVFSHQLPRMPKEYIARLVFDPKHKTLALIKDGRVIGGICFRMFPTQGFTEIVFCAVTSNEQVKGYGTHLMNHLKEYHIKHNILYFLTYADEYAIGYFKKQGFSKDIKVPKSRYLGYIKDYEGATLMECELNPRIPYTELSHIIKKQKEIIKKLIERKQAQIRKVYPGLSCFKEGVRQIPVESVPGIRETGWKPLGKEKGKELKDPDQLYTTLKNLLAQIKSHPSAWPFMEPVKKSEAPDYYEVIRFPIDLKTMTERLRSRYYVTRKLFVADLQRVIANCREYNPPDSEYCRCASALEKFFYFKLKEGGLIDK
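Enzyme at 20nM final was mixed with library compounds for 15 min at room temperature. Peptide H3(1-25) at 75uM, acetyl-CoA at 70uM and ThioGlo1 at 50uM were then added. Plates were read immediately and after 20 min (Ex340nm/Em540nm).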
DT40 TDP1 CPT = DT40-hTDP1 cell growth loss with CPT | actives 12% (n = 420,000) | chicken DT40 Tdp1-/-;hTDP1 cells + 20 nM CPT, ATP luminescence, 48 h | Potency, µM (top dose mostly 46.2 µM), for inactives: top-dose activity change, negative = growth inhibition, hits mostly inhibitors | AID 686979; note: nearly all actives have a fitted effect of over 55% in size
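Chicken DT40 Tdp1-/- cells complemented with human TDP1, 400 cells/well, exposed to compounds plus 20 nM camptothecin for at least 48 h at 37 C; viability read as ATP content by CellTiter-Glo luminescence.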
The depositor's hits bear a star; ? = inconclusive; nt = not tested or not shown; & = joins results of further samples; ! = repeats disagree; [ ] = remark or other dose. Calls come from the whole dose curve; as a rule, active = well fitted curve in the direction sought with a large enough effect; inconclusive = small, poorly fitted or top-dose-only effect, or another doubt; inactive = no such curve, though single readings can be large; an effect the other way counts as inactive or inconclusive. % is set by controls: 0 for no effect and ±100 for the full control effect; potency is the fitted concentration of half-maximal effect.

Each structure is followed by: TDP1 cell noCPT | GCN5L2 inh | DT40 TDP1 CPT
- CCOC(=O)C(Cc1ccccc1)NC(=O)CCc1c(C)nc2nc(C)nn2c1C (stereo unspecified)
→ 23µM*! | -4%&-6% | ?
- CCn1c(SCC(=O)NC(C)c2ccccc2)nc2ccccc21 (stereo unspecified)
→ -27% | -9% | -12%
- COc1cccc(C(=O)N2CCN(C3CCCCC3)CC2)c1
→ -2% | -27% | 29%
- Cc1ccc(CN2CC34C=CC(O3)C(C(=O)NCc3ccco3)C4C2=O)cc1 (stereo unspecified)
→ -15% | -3% | -5%
- COc1cc(CCC(=O)NCc2ccc(F)cc2)cc(OC)c1OC
→ 4% | 0% | -1%
- CN1CCC(N2CCN(C3CN(Cc4cn(Cc5cccc(C(F)(F)F)c5)nn4)S(=O)(=O)C3)CC2)CC1 (stereo unspecified)
→ -4% | nt | -7%
- COC(=O)c1sccc1NC(=O)Nc1ccc(OC)cc1
→ 8% | -14% | -3%
- C/C(=N\NC(=O)CC1N=C(Cc2ccccc2)NNC1=O)c1ccc(C)cc1 (stereo unspecified)
→ ? | -3% | ?
- COc1ccc(-c2cc3nc(NCCNC(C)=O)n(C)c(=O)c3s2)c(C)c1
→ ? | nt | ?
- O=C(COC(=O)Cc1c(F)cccc1Cl)NC(=O)c1ccccc1
→ -23% | -2% | -2%
- Cc1ccccc1Nc1c(-c2ccccc2)nc2ncccn12
→ ? | -7% | ?
- CC1CN(S(=O)(=O)c2ccc(Cl)c(S(=O)(=O)N3CC(C)OC(C)C3)c2)CC(C)O1 (stereo unspecified)
→ 15µM* | 0% | ?
- CS(=O)(=O)Nc1ccccc1C(=O)OCC(=O)NCc1cccs1
→ -9% | -3% | -18%
- Cn1ccnc1SCc1cn2ccccc2n1
→ -11% | 0% | -8%
- COc1cccc(CN2CCN(CCCc3ccccc3)C(CCO)C2)c1O (stereo unspecified)
→ 2% | -2% | -7%
- O=S(=O)(NCCc1nnc2ccc(SCc3c(F)cccc3Cl)nn12)c1ccccc1
→ 23µM* | -3% | ?
- COc1cc(/C=N/n2nnnc2N)ccc1OCc1c(C)no[n+]1[O-]
→ ? | -5% | ?
- COc1cc(NC(=O)c2cccc(Cl)c2)c(OC)cc1NC(=O)CN1CCCCC1
→ ? | -3% | ?
- CCN(CC)S(=O)(=O)c1cc(F)ccc1OC
→ -10% | -2% | 2%
- O=C(c1cnn2c(C(F)F)cc(-c3ccccc3)nc12)N1CCOCC1
→ 8% | 0% | -23%
- O=c1nc(-c2ccccc2)c2ccccc2[nH]1
→ -19% | -6% | -4%
- CCOC(=O)N1CCC(Nc2c(NCCCN3CCN(C4CCCCC4)CC3)c(=O)c2=O)CC1
→ -3% | -4% | -4%
- C=C(C)C1Cc2c(ccc(C(=O)O)c2O)O1 (stereo unspecified)
→ 5% | -7% | 10%
- C[C@@H]1CN([C@H](C)CO)C(=O)CCCn2nncc2CO[C@H]1CN(C)Cc1cccc(O)c1
→ -5% | nt | 3%
- c1ccc2sc(SSc3nc4ccccc4s3)nc2c1
→ -12% | ? | 12%
- CSc1ccc(/C=N/n2c(COc3ccccc3)n[nH]c2=S)cc1
→ -16% | ? | -14%
- COc1ccc(/C=N/NC(=O)c2cccnc2)cc1CN1CCCc2ccccc21
→ 12µM* | -5% | ?
- COc1ccc(-c2cc(N3C(=O)Nc4ccccc4N3O)n[nH]2)cc1
→ -15% | -2% | -21%
- Cc1ccc(NC(=O)CSc2nc3ccccc3c3nc4ccccc4n23)cc1
→ 0.58µM* | -2% | 0.65µM*
- CC1(c2nnnn2C2CCCCC2)CCC(=O)N1Cc1ccc2c(c1)OCO2 (stereo unspecified)
→ -19% | nt | -3%
- O=C1N2CCSC2=NC1(NS(=O)(=O)c1ccccc1)C(F)(F)F (stereo unspecified)
→ -3% | -4% | 0%
- CCOc1ccc(Nc2nc(NCCN3CCOCC3)nc(OC)n2)cc1
→ -22% | -5% | -6%
- COc1cc(O)oc1C=Nc1ccc(Cl)cc1
→ 3% | 2% | -14%
- Cc1cc(OCC(=O)NNC(=S)NC(=O)c2cccs2)ccc1Cl
→ ? | -5% | ?
- Cc1ccc(NC(=O)CSc2nnc(-c3cccnc3)o2)c(C)c1
→ -2% | -1% | -2%
- CCOC(=O)Cn1nc(C(F)F)c(Br)c1C
→ -11% | -3% | 0%
- O=C(/C=C/c1ccccc1)N1CCOCC1
→ 13% | -2% | -3%
- CC1CCCC(C)N1C(=S)SCC(=O)O (stereo unspecified)
→ -4% | -2% | 1%
- Cc1ccc(S(=O)(=O)Nc2nonc2C)cc1
→ 5% | -3% | 6%
- Cc1noc(C)c1CSCC(=O)Nc1nc2c(F)cc(F)cc2s1
→ 23µM* | ? | ?
- NC1(C(=O)O)CSSC1
→ 7.3µM* | nt | -118%
- COC(=O)c1c(SCC(=O)NC2CCCCC2)[nH]c2ccccc2c1=O
→ ? | -10% | 14%
- COC1=C(C(=O)O)N2C(=O)[C@@H](NC(=O)[C@H](N)C3=CCC=CC3)[C@H]2SC1
→ -20% | nt | -19%
- CCn1c(C)cc(/C=C2/NC(=O)N(Cc3ccccc3F)C2=O)c1C
→ -18% | -2% | 18%
- Cc1nn(-c2ccccc2)c(Cl)c1C(=O)N1CCN(C)CC1
→ -25% | -5% | 8%
- CCNc1nnc(SCC(=O)N2c3ccccc3NC(=O)CC2C)s1 (stereo unspecified)
→ -12% | 2% | 3%
- Nc1nnc(CC(=O)N/N=C/c2ccc([N+](=O)[O-])cc2)s1
→ 9% | -10% | -2%
- Cc1cccc(C)c1NC(=S)N/N=C/c1ccc(C(=O)O)cc1
→ -11% | -12% | 11%
- CO/N=C(/CS(=O)(=O)c1ccc(C)cc1)c1ccc(OC)cc1
→ ? | -9% | ?
- CCOC(=O)N1CCN(Cc2nc3ccc([N+](=O)[O-])cc3c(=O)n2-c2cccc(OC)c2)CC1
→ ? | -8% | -30%
- Cc1ccc2cc3cc(C(=O)NCCCN4CCCC4)oc3nc2c1
→ 14% | -7% | 2%
- CSc1ccc(S(=O)(=O)N2CCC(C(=O)NCCN3CCOCC3)CC2)cc1
→ -4% | -8% | -16%
- Cc1ccccc1OCC(=O)Nc1sc(C(=O)Nc2cccc(C)c2C)c(C)c1C#N
→ -23% | 2% | ?
- CC1(C(=O)NS(=O)(=O)c2cccc(Cl)c2)CCN1C(=O)C1CCCCC1 (stereo unspecified)
→ 7% | nt | 9%
- Cc1cc(C(=O)OCC(=O)N2CC(=O)Nc3ccccc32)c(C)n1-c1ccc(F)cc1
→ ? | -24% | -23%
- COc1cccc2c3c(c(C)nc12)CC(CO)O3 (stereo unspecified)
→ -19%[9.04 µM] | nt | ?
- NCCCC[C@@H](C(=O)NCCCCCCCCCCC(=O)N1CCNCC1)n1cc(CCO)nn1
→ -14% | 1% | 7%
- Cc1sc2nc(CSc3n[nH]c(N)n3)[nH]c(=O)c2c1C
→ 5% | 1% | 8%
- COc1cc(C(O)c2nc(/C=C/c3ccccc3)cs2)ccc1F (stereo unspecified)
→ ? | nt | 18µM*
- CC1CCC2(CC1)NC(=O)N(CC(=O)Nc1cccc(S(=O)(=O)N3CCCC3)c1)C2=O (stereo unspecified)
→ ? | 0% | ?

New compounds follow:
Each structure is followed by: TDP1 cell noCPT | GCN5L2 inh | DT40 TDP1 CPT
- COC(=O)C(O)(CC(=O)Nc1cccc(SC)c1)C(F)(F)F (stereo unspecified)
→ -15% | -21% | -1%
- CCS(=O)(=O)N1CCCC(C(=O)N2CCc3ccccc3C2)C1 (stereo unspecified)
→ -17% | -8% | -19%
- CN1CCN(S(=O)(=O)c2ccc3c(c2)NC(=O)C2CCCN32)CC1 (stereo unspecified)
→ ? | -4% | 1%
- Cc1ccc(S(=O)(=O)NCC(=O)NCCc2c[nH]c3ccccc23)cc1C
→ ? | 4% | ?
- O=C(CCC(=O)N(CC(=O)NC1CCCC1)C1CCCCC1)Nc1ccccn1
→ 0% | -1% | -10%
- Nc1c(C(=O)Nc2ccc(F)cc2)sc2nc(-c3cccs3)cc(C(F)(F)F)c12
→ ? | -6% | ?
- Cc1cc(NC(=O)CCC2COc3ccccc3O2)no1 (stereo unspecified)
→ -10% | ? | -7%
- COc1ccc(CCN2CC(C(=O)N3CCN(C(C)=O)CC3)CCC2=O)cc1 (stereo unspecified)
→ -7% | 5% | -21%
- CC[C@]12c3[nH]c4ccc(OC)cc4c3CCN1C(=O)C(CC(=O)NCC13CC4CC(CC(C4)C1)C3)C[C@@H]2C(=O)N1CCN(C(=O)C2CC2)CC1 (stereo partly specified)
→ ? | -4% | ?
- CC(C)(O)C#Cc1ccc(C(=O)N2CCN(C(=O)c3ccco3)CC2)cc1
→ -15% | -4% | 1%
- CC(C)NC(=O)Nc1ccc2c(c1)N(C)C(=O)c1ccccc1S2
→ -29% | -3% | ?
- Cc1ccc(S[C@@H](CCN2CC[C@H](NC(=O)OCc3ccccc3)CCC2=O)c2ccccc2)cc1
→ 11µM* | -10% | 23µM*
- Cc1ccc(OCC(=O)N2CCN(C(=O)c3ccco3)CC2)cc1
→ -8% | 1% | 14%
- CCc1ccc(C(=O)c2cn(CC(=O)Nc3ccc4c(c3)OCCO4)c3ccc(CC)cc3c2=O)cc1
→ 8% | 0% | 0%
- CCN(CC)S(=O)(=O)c1ccc(N2CCCC2)c(NS(=O)(=O)c2ccc(OC)cc2)c1
→ 16µM* | -4% | ?
- COc1ccccc1NC(=O)c1c(C)cc(C)nc1SCC(=O)Nc1ccc(C)cc1
→ ? | -17% | ?
- CCOC(=O)C1=CN(Cc2cccc(-c3cccnc3)c2)S(=O)(=O)N(C)C1C (stereo unspecified)
→ 13µM* | -15% | ?
- CC(=O)N1CCC[C@@]2(CCN(C(=O)Nc3ccccc3)C2)C1
→ -1% | -10% | 4%
- CC(C)(C)c1nnc2sc(SCCN3C(=O)c4ccccc4C3=O)nn2c1=O
→ -1% | -1% | -13%
- Nc1nc2c(nc(Sc3ccc(Cl)cc3)n2C2OC(CO)C(O)C2O)c(=O)[nH]1 (stereo unspecified)
→ ? | -4% | ?
- COc1ccc(C)cc1NC(=O)CSc1cccc[n+]1[O-]
→ -5% | -1% | 1%
- CC1(C)CC(=O)C=C(/C=C/c2ccccc2)C1
→ -16% | -8% | 23µM*
- COc1cccc(C(=O)Nc2ccc3nc(SCCOc4ccccc4)sc3c2)c1
→ ? | -13% | ?
- CCOC(=O)c1cccnc1SCC(=O)NC(C)CC (stereo unspecified)
→ -2% | -5% | -25%
- FC(F)(F)c1cccc(Cn2nnnc2-c2cccc(C(F)(F)F)c2)c1
→ -27% | -13% | -29%
- C#CCOCCOCCOCCNc1nc(N2CCN(C(=O)[C@H]([C@@H](C)CC)n3cc([C@@H](N)CO)nn3)CC2)nc(N2CCN(C(=O)[C@H](CCCCN)n3cc([C@@H](N)CC(C)C)nn3)CC2)n1
→ 11% | 3% | -24%
- NC(COCc1ccccc1)c1csc(NC(=O)Nc2cccc(Cl)c2)n1 (stereo unspecified)
→ ? | nt | 23µM*
- Cc1ccc(C(=O)NNC(=O)OC(C)(C)C)c(Cl)c1
→ -5% | -4% | 14%
- Cc1occc1-c1nnc(SCC(=O)NCCc2ccccc2)n1C(C)c1ccccc1 (stereo unspecified)
→ -28% | -4% | -30%
- CCCSc1nc(=O)c2c(n1C)NC(=O)CC2c1cccc(F)c1F (stereo unspecified)
→ -9% | -1% | -5%

Three compounds from above, sorted by molecular weight, low to high.
Each structure is followed by: TDP1 cell noCPT | GCN5L2 inh | DT40 TDP1 CPT
- CCS(=O)(=O)N1CCCC(C(=O)N2CCc3ccccc3C2)C1 (stereo unspecified)
→ -17% | -8% | -19%
- CC(C)(O)C#Cc1ccc(C(=O)N2CCN(C(=O)c3ccco3)CC2)cc1
→ -15% | -4% | 1%
- O=C(CCC(=O)N(CC(=O)NC1CCCC1)C1CCCCC1)Nc1ccccn1
→ 0% | -1% | -10%

Some of the entries above, set out differently.
Structure,TDP1 cell noCPT,GCN5L2 inh,DT40 TDP1 CPT
O=C(CCC(=O)N(CC(=O)NC1CCCC1)C1CCCCC1)Nc1ccccn1,0%,-1%,-10%
Nc1c(C(=O)Nc2ccc(F)cc2)sc2nc(-c3cccs3)cc(C(F)(F)F)c12,?,-6%,?
Cc1cc(NC(=O)CCC2COc3ccccc3O2)no1 (stereo unspecified),-10%,?,-7%
COc1ccc(CCN2CC(C(=O)N3CCN(C(C)=O)CC3)CCC2=O)cc1 (stereo unspecified),-7%,5%,-21%

Continuation:
Each structure is followed by: TDP1 cell noCPT | GCN5L2 inh | DT40 TDP1 CPT
- COc1cc(OC)cc(C(=O)NCC2CCCN(C(=O)c3oc(C)cc3C)C2)c1 (stereo unspecified)
→ ? | -2% | ?
- COc1ccc(/C=N/NC(=O)CC(=O)NCc2cccnc2)c(OC)c1
→ 3% | -3% | 20%
- Cc1cccn2c(/C=N/OCc3cccc(F)c3)c(-c3ccc(Cl)cc3)nc12
→ ? | -6% | ?
- CCCCOc1ccc(S(=O)(=O)Nc2ccc(-c3ccc(N4CCCCCC4)nn3)cc2)cc1
→ ? | -12% | 13µM*

Some of the compounds tested; rates above refer to the full screens.
